MMP-13 inhibitor – blocks human MMP13 activity. P45452. MMP-13 fTHP FRET cleavage, Mca fluorescence. inhibition, % at 4 µM. 65,000 compounds, 0.07% hits. AID 570;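 active means inhibition above the mean of compound-free control plate wells plus 3 SD, cut at about 14% in these data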;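 further: 0% = DMSO wells and 100% = wells with reference MMP-13 inhibitor after basal subtraction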
TNAP act DEA – human TNAP activation, intermediate phosphate acceptor; P05186; purified TNAP, CDP-star luminescence, 100 mM DEA, 30 min; stronger effect = higher value; scale: 0 levamisole-inhibited, 1 vehicle-only enzyme; activation factor at 20 µM; 64,000 tested, under 10 active; AID 813;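 active means activation factor of at least 2 at 20 µM, relative to controls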
Target sequence (P05186 whole entry, looked up): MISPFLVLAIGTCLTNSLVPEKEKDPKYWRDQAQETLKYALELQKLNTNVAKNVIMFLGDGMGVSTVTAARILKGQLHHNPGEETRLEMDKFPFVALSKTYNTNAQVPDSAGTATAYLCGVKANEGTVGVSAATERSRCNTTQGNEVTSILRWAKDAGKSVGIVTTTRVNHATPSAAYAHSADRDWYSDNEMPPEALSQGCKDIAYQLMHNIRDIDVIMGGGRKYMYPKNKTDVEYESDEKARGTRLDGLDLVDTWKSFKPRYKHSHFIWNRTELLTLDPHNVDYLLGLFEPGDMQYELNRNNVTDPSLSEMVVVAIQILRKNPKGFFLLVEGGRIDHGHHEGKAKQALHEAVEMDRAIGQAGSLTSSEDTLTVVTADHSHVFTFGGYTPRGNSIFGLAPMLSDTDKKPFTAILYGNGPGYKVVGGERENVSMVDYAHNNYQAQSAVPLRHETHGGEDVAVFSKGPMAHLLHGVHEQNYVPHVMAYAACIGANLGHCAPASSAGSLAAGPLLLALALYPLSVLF
PKA kinase inh – blocks human protein kinase A activity; PKA Kemptide phosphorylation, Kinase-Glo ATP luminescence; P17612; AID 524; 65,000 compounds, 0.1% hits; inhibition, % at 6 µM;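 active means inhibition above the screen-wide mean inhibition plus 3 SD, cut at about 21% in these data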; further: many of its hits are not listed in these tables
ROCK2 blocker – inhibitors of human Rho kinase 2. inhibition, % at 6 µM. 60,000 compounds, 0.35% hits. purified ROCK2, Kinase-Glo ATP depletion luminescence;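 active means inhibition above the screen-wide mean inhibition plus 3 SD, cut at about 18% in these data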;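 further: plate controls were DMSO wells for no effect and Y-27632 control wells after no-enzyme background subtraction for full effect; many of its hits are not listed in these tables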
Cdc25B inh – inhibitors of human Cdc25B phosphatase | 65,000 compounds, 0.1% hits | AID 368 | inhibition, %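 (compounds tested at 10 µM final in the well)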 | P30305 | recombinant Cdc25B, OMFP fluorescence Ex485/Em525; in the data active means inhibition above about 50%
Jurkat viability – reduces viability or proliferation of Jurkat cells | Jurkat E6.1 viability, ATP luminescence, 48 h | inhibition, % at 4 µM | 56,000 compounds, 1.2% hits | AID 463;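 active means inhibition above the mean inhibition of all tested compounds plus 3 SD, cut at about 28% in these data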
JNK3 blocker – JNK3 (human) kinase inhibition; inhibition, % at 8 µM; purified JNK3 kinase activity, HTS; AID 746; 60,000 compounds, 0.61% hits; in the data active means inhibition above about 17%;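 further: 0% = DMSO and 100% = reference inhibitor; many of its hits are not listed in these tables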
DUSP1 inh – human dual specificity phosphatase 1 inhibition | recombinant MKP-1, OMFP hydrolysis fluorescence | AID 374 | 65,000 compounds, 0.15% hits | inhibition, %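 (compounds tested at a single concentration somewhere between 10 and 100 µM)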 | P28562;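 active means inhibition above about 50%, limit read from the data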;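 further: 0% = DMSO max control wells and 100% = wells with enzyme stopped by NaOH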
Target sequence (P28562 whole entry, looked up): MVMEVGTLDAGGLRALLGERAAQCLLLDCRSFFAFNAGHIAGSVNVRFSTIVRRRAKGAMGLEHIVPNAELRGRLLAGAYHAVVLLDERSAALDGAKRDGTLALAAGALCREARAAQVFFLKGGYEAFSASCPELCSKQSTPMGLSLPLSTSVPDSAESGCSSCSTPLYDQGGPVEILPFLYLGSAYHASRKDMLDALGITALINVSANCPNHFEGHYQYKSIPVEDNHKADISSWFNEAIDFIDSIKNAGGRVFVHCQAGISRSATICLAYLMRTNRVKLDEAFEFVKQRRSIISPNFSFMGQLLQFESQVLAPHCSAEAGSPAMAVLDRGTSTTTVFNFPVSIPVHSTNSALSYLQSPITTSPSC
HEK293 NFkB inh – inhibitors of the PMA/ionomycin-induced NF-kB reporter in HEK293 cells. 62,000 compounds, 0.21% hits. HEK-293 NF-kB luciferase reporter, luminescence. AID 465. inhibition, % at 3 µM;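 active means inhibition above the mean of all tested compounds plus 3 SD, cut at about 40% in these data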;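 further: 0% = stimulated DMSO wells and 100% = 10 µM reference inhibitor 5653914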
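System – HEK-293 cells with stable firefly luciferase reporter driven by four HIV NF-kB elements · Doses – one dose, 3 µM · Schedule – 1 h compound pre-incubation, 16 h PMA/ionomycin at 37 °C · Technique – luminescence from luciferase substrate reagent · Measure – percent inhibition normalized per plate to DMSO and reference-inhibitor controls · Replicates – tested once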
* marks the source's active call; other numbers are inactive results; / = not tested or not shown; [ ] = dose if it differs, or a comment.

Each structure is followed by: JNK3 blocker, DUSP1 inh, TNAP act DEA, MMP-13 inhibitor, PKA kinase inh, ROCK2 blocker, Jurkat viability, Cdc25B inh, HEK293 NFkB inh
O=C(NCc1ccco1)c1ccccc1NS(=O)(=O)c1ccc2c(c1)OCCO2
    -1, -2, 0.9, -21, 5, 5, -8, -7, 23
N#Cc1ccc(Oc2cccc(C(=O)O)c2)cc1C#N
    3, 6, 0.9, -6, 8, 9, -2, -6, 9
COc1ccc(F)cc1CN1CCN(C(=O)CCC(=O)Nc2nnc(C(C)C)s2)CC1
    -2, -2, 0.9, -3, 3, 3, 4, 2, 16
O=C(c1cc(F)c(F)cc1Cl)N1CCCCC1
    1, 4, 0.9, 0, -1, 3, -3, -6, -11
c1ccc(Cn2ncc3c2ncn2c(-c4ccncc4)nnc32)cc1
    7, -11, 0.7, 3, 76*, 14, 5, -4, 6
CCCCn1c(=N)n(CC(O)COc2cccc(C)c2)c2ccccc21 (configuration not stated)
    4, -1, 1, 6, 0, -6, 13, -26, 1
Cc1occc1C(=O)NCCCc1ccccc1
    -9, -2, 0.9, 4, 5, 1, -12, -9, 5
Cn1c(=O)n(Cc2ccccc2)c(=O)c2c1nc1n2CCS1
    -5, -9, 0.9, 2, 12, 1, 7, 1, 9
O=C(c1ccccc1-c1ccccc1)N1CCN(c2ccccn2)CC1
    3, 6, 0.9, -1, -4, -4, 84*, -13, 25
COc1cc(C(=O)NCCc2cn3ccc(C)cc3n2)cc(OC)c1OC
    -3, 5, 1, -3, 1, 4, -2, 3, 25

Continued.
Each structure is followed by: JNK3 blocker, DUSP1 inh, TNAP act DEA, MMP-13 inhibitor, PKA kinase inh, ROCK2 blocker, Jurkat viability, Cdc25B inh, HEK293 NFkB inh
Cc1csc(SCC(=O)Nc2cc(C(C)(C)C)nn2-c2ccccc2)n1
    -3, 4, 1, 4, 8, 4, -3, -12, 16
O=C(c1ccc(S(=O)(=O)N2CCOCC2)cc1)N(c1ccccc1)C1C=CS(=O)(=O)C1 (configuration not stated)
    3, 7, 1, -14, 3, 3, -2, -1, 5
O=C(NC1CCC(C(=O)O)CC1)OCc1ccccc1 (configuration not stated)
    0, 8, 0.9, 4, 7, 3, 2, -4, -3
CC1(C)Cc2c(sc3c2c(=N)n(Cc2ccco2)c(=O)n3CC(=O)Nc2cccc(Cl)c2)CO1
    /, 31, 1, 2, 0, /, /, 13, 15
C=CCn1c(SCC(=O)Nc2ccccc2)nnc1-c1cccc(S(=O)(=O)N2CCOCC2)c1
    1, 27, 0.9, 0, 6, 5, -6, -1, -3
COc1ccc(Br)cc1S(=O)(=O)n1ccnc1C
    -4, 1, 0.9, 4, 11, 7, -8, -12, 15
Cc1n[nH]c(C)c1S(=O)(=O)N1CCCC(C(=O)NC2CCCc3ccccc32)C1 (configuration not stated)
    0, 16, 0.9, 3, 1, 2, 8, 0, 5
O=C(Nc1cnn(Cc2ccc(F)cc2)c1)c1cc(-c2cccs2)on1
    5, 1, 0.9, -4, 7, 6, 3, -7, -10
CCN(CC)CCCNC(=O)C1c2ccccc2C(=O)N(C)C1c1ccc(OC)cc1 (configuration not stated)
    /, 0, 1, 5, 4, /, /, -18, 21
CCCOc1ccc(N2C(=O)CC(NCCCN3CCC(C(N)=O)CC3)C2=O)cc1 (configuration not stated)
    -6, 2, 0.8, 0, -4, -2, -2, -11, 17

The list goes on.
Each structure is followed by: JNK3 blocker, DUSP1 inh, TNAP act DEA, MMP-13 inhibitor, PKA kinase inh, ROCK2 blocker, Jurkat viability, Cdc25B inh, HEK293 NFkB inh
CC1(C(=O)O)CCC(C(=O)NC2CCCCCC2)C1(C)C (configuration not stated)
    1, -19, 0.9, 1, 4, 5, /, -6, /
Cc1nn(-c2ccccc2)c2c1C1(C(=O)N(C)c3ccccc31)N(c1ccccc1)C(=O)N2 (configuration not stated)
    -11, 29, 0.9, -8, 3, 0, 0, -7, 22
Cc1csc(NC(=O)CN(C)S(=O)(=O)c2cccc3cccnc23)n1
    -1, 4, 0.9, -2, 1, 4, 8, 0, 9
OC(COc1ccccc1)Cn1cc(Br)cn1 (configuration not stated)
    /, 0, 0.9, 6, 8, /, /, -5, 8
CC(=O)N1CCc2cc(S(=O)(=O)NC(CC(C)C)C(=O)Nc3cc(C(=O)O)ccc3C)ccc21 (configuration not stated)
    2, 33, 1, 0, -4, -6, 12, 1, 22
Cn1c(=O)c2c(ncn2CC(=O)N2CCc3ccccc3C2)n(C)c1=O
    0, 4, 0.9, 1, 2, 3, -4, 0, 10
O=C(NCC1OCCc2ccccc21)c1ccco1 (configuration not stated)
    1, 12, 1, -6, 1, 6, 0, -10, 2
O=C(c1ccco1)N1CCN(S(=O)(=O)c2ccc(C3CCCCC3)cc2)CC1
    -3, -9, 0.9, -2, 0, -1, 15, -3, 38
Cc1nc2ccccc2c2oc(C(=O)N3CCC(N4CCCCC4)CC3)cc12
    3, -8, 0.9, -1, 7, 6, -4, -16, 9
O=S(=O)(c1cccc(-c2nnco2)c1)N1CCCC1
    5, 6, 0.9, 0, 3, 2, -4, -5, 10

Reformatted tab-delimited: part of the list above.
Compound	JNK3 blocker	DUSP1 inh	TNAP act DEA	MMP-13 inhibitor	PKA kinase inh	ROCK2 blocker	Jurkat viability	Cdc25B inh	HEK293 NFkB inh
CC1(C(=O)O)CCC(C(=O)NC2CCCCCC2)C1(C)C (configuration not stated)	1	-19	0.9	1	4	5	/	-6	/
Cc1nn(-c2ccccc2)c2c1C1(C(=O)N(C)c3ccccc31)N(c1ccccc1)C(=O)N2 (configuration not stated)	-11	29	0.9	-8	3	0	0	-7	22

The list continues:
Each structure is followed by: JNK3 blocker, DUSP1 inh, TNAP act DEA, MMP-13 inhibitor, PKA kinase inh, ROCK2 blocker, Jurkat viability, Cdc25B inh, HEK293 NFkB inh
CCCNS(=O)(=O)c1cc(Br)cc2c1N(C(=O)CC)CC2
    /, 6, 0.9, -1, 6, /, /, -10, 4
Cn1c(=Nc2ccc(N3CCOCC3)cc2)ccc2ccccc21
    -1, 7, 0.9, -1, 7, 6, -4, -11, 6
O=C1CCCc2sc3c(c2N1)CCCCC3
    0, 5, 0.9, 5, 4, 2, 0, -6, -4
Cc1oc(-c2cccc(Cl)c2)nc1CN1CCC(C(=O)NCc2ccco2)CC1
    3, 6, 1, 7, 6, -1, 8, -10, 13
CC1CN(CCc2ccccc2)c2nc3c(c(=O)[nH]c(=O)n3C)n2C1 (configuration not stated)
    -1, 20, 1, 1, 8, 5, -1, 1, 6
O=C(CCN1C(=O)C2CC=C(Cl)CC2C1=O)NC1CCCCC1 (configuration not stated)
    -2, -7, 0.9, 1, 12, 5, -6, -10, 11
CCOC(=O)CC(=O)CSc1nc2sc(C)cc2c(=O)n1Cc1ccco1
    -3, -9, 1, 7, 4, -2, 8, 1, 5
COc1cc2c(cc1OC)CN(CC(=O)Nc1cccc(C)c1)CC2
    -10, 2, 1, -2, -3, -14, 5, 2, 24
O=C(NCCCNCCCNC(=O)c1ccccn1)c1ccccn1
    2, 18, 1.1, -5, 1, 1, -5, 5, -3
CCc1nnc(NC(=O)CSc2nc3c(c(=O)n2C)SC(C)C3)s1 (configuration not stated)
    10, 0, 0.9, 2, 3, -3, 2, -13, 13

New compounds follow
Each structure is followed by: JNK3 blocker, DUSP1 inh, TNAP act DEA, MMP-13 inhibitor, PKA kinase inh, ROCK2 blocker, Jurkat viability, Cdc25B inh, HEK293 NFkB inh
COc1ccccc1CNC(=O)CN(c1ccc(C)cc1)S(=O)(=O)c1c(C)nn(C)c1C
    0, 12, 0.9, 5, -5, -3, 4, -1, 6
CCOc1cc(C)c(C(C)C)cc1S(=O)(=O)N1CCN(C)CC1
    5, 12, 0.9, -6, 4, 6, -3, -4, 4
CCn1c(=O)n(CC(=O)Nc2cccc(OC)c2)c(=O)c2ccccc21
    4, -8, 1, 3, 11, 5, -2, -3, 2
COCCCNC(=O)COc1cc(C)c(Cl)c(C)c1
    0, 10, 1, 0, -7, -4, 3, -6, 0
COc1ccc(OC)c(Nc2nc(-c3ccc(O)c(O)c3)cs2)c1
    /, 38, 0.8, 2, 4, /, /, 14, 17
CC(=O)c1cccc(NC(=O)CN2C(=O)COc3ccc(Cl)cc32)c1
    2, -4, 0.9, 6, 3, 5, 1, 4, 18
CCC(C(=O)NCc1ccco1)n1nc(-c2ccc(OC)cc2)ccc1=O (configuration not stated)
    0, 7, 0.9, -1, -2, -1, 0, 16, 4
Cc1ccc(C)n1-c1ccc(C(=O)NCC2CCCO2)cc1 (configuration not stated)
    -3, 22, 0.9, -2, 1, 1, 8, -8, 16
Cc1ccc(S(=O)(=O)N2CCOCC2)cc1C(=O)NC1CCCCC1
    -3, 26, 0.9, -4, 3, 5, -4, -12, 4
O=C(CSc1nnnn1C1CCCCC1)Nc1ccc2c(c1)OCO2
    -5, -1, 0.9, 0, 15, 4, 0, -15, 14

Remaining list, next part.
Each structure is followed by: JNK3 blocker, DUSP1 inh, TNAP act DEA, MMP-13 inhibitor, PKA kinase inh, ROCK2 blocker, Jurkat viability, Cdc25B inh, HEK293 NFkB inh
CCOc1ccc(C2/C(=C(/O)c3ccc(OC)cc3)C(=O)C(=O)N2c2cc(C)on2)cc1OC (configuration not stated)
    -4, -8, 0.9, 1, 8, 14, /, 19, /
Fc1ccc(C2CC(c3ccccc3)n3ncnc3N2)cc1 (configuration not stated)
    /, 16, 0.9, 3, 10, /, /, -1, 15
Clc1ccc(OCc2nnc(SCc3nc4ccccc4[nH]3)n2Cc2ccco2)cc1
    -4, 6, 1.1, 3, 0, 1, 16, -2, 6
C1CSC2(N1)C1CC3CC(C1)CC2C3 (configuration not stated)
    1, 7, 0.9, -2, 8, 6, 2, 3, 5
CC(C)(C)c1ccc(-c2cc(N)n[nH]2)cc1
    2, -6, 0.9, -4, -7, 0, -4, -1, 20
Cc1ccc(-n2c(CSc3nc(C)cc(C)n3)nnc2SCC(=O)Nc2nccs2)cc1
    -1, -1, 1, -3, 5, 5, -2, -13, 6
Cc1ccc(C)c(N2CCN(C(=O)c3cc4sccc4n3C)CC2)c1
    -2, 3, 0.9, -2, 7, 2, -1, -10, 0
O=C(COC(=O)CCc1ccc(S(=O)(=O)N2CCOCC2)cc1)Nc1ccc(Cl)cn1
    4, -10, 1.2, 3, 9, 8, -1, 3, 10
CCn1cc(C(=O)NCc2ccco2)c(=O)c2cc(F)c(N3CCN(C(=O)c4ccco4)CC3)cc21
    6, 9, 0.9, -178[fluorescence artefact?], 4, -6, /, -6, /
CN1CCN(C(=O)CCn2nc(-c3ccccc3)c3ccccc3c2=O)CC1
    3, 11, 0.9, -2, -1, 1, -3, 5, 12

(cont.)
Each structure is followed by: JNK3 blocker, DUSP1 inh, TNAP act DEA, MMP-13 inhibitor, PKA kinase inh, ROCK2 blocker, Jurkat viability, Cdc25B inh, HEK293 NFkB inh
Cn1c(=O)c2c(O)cc(=O)n(-c3ccccc3)c2n(C)c1=O
    0, -12, 1, 2, 9, 6, -4, -11, 0
Cc1cc2ncn(C(=O)c3ccc4c(c3)OCO4)c2cc1C
    -1, 10, 0.9, 3, 14, -1, -14, 0, 12
CC(C)(C)C1CCC2(CC1)C(C#N)=C(SCC(=O)NC1CCCCC1)NC(=O)C2C#N (configuration not stated)
    4, 11, 0.9, -1, 3, 2, 5, -11, 17
Cc1ccc(C)c(S(=O)(=O)N2CCN(CC(=O)Nc3cc(C)on3)CC2)c1
    -3, 18, 0.9, 0, 8, 3, -10, -2, 6
